High-throughput results (PubChem)
TSG101-PTAP inh: blocks PTAP/TSG101 interaction to inhibit HIV-1 budding; Q99816; Fluorescence polarization, FITC-PTAP peptide / Tsg101 binding; Potency, µM (doses to about 115 µM), for inactives: top-dose activity change, negative = inhibition, hits mostly inhibitors; 340,000 tested, under 10 active; active = well fitted inhibition curve with a large enough effect in the main read-out, with a control signal flat, not every such curve was filed as active; inconclusive = small, poorly fitted or top-dose-only effect, or effect the other way, or a change in a side signal; inactive = no such curve, though single readings can be large or run the other way; note: potency is the fitted concentration of half-maximal effect; % of control where 0% means no effect
Target sequence (Q99816 whole entry, looked up): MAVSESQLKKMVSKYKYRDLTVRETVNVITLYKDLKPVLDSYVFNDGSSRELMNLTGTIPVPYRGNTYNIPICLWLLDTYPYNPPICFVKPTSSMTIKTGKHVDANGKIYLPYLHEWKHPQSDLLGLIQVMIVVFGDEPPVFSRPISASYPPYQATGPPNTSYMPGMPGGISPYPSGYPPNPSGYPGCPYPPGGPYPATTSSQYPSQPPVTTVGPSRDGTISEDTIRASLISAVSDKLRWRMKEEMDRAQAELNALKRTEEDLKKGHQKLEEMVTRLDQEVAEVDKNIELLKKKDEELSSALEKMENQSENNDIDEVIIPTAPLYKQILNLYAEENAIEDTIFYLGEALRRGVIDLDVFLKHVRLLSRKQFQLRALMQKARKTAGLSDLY
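Fluorescence polarization binding of Tsg101 binding domain (10 uM final) to FITC-labeled PTAP peptide (50 nM final) in HEPES pH 7.5 buffer with NaCl, Tween 20, EDTA, TCEP. Compounds added before peptide; binding 20 min at RT.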
TSHR antag: blocks TSH signaling through the human TSH receptor | TSHR-expressing cells, TSH-stimulated cAMP HTRF, 2 h; stronger effect = lower value | activity change, negative = inhibition, % at 11.5 µM | hit rate 0.2% among 330,000 | AID 504810;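 active = activity change below a set negative limit, meaning inhibition stronger than a set level, cut at about -70% in these data; inconclusive = activity change between two set negative limits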; note: % is set by controls: 0 for no effect and ±100 for the full control effect
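Freshly harvested TSHR cells receive pin-tooled compound, then EC80 TSH at 4nM final. After 2 hours at 37 deg C, antibody in lysis buffer and cAMP-d2 are added; 30 minutes at ambient temperature precede the HTRF read.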
AT treatment: potential ataxia-telangiectasia treatments restoring KAP-1 phosphorylation; Potency, µM (top dose mostly 57.5 µM), without a hit: at the top dose activation, hits mostly activators; […] A-T fibroblasts, KAP-1 phosphorylation AlphaLISA; neocarzinostatin DNA damage 30 min before lysis; AID 485349; hit rate 0.19% among 320,000; note: potency is the fitted concentration of half-maximal effect; % of control where 0% means no effect; nearly all actives have a fitted effect of over 45% in size
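hTERT-immortalized A-T patient fibroblasts ([…]), 500 cells/well in OPTI-MEM, 1% FBS, got compounds for 60 min, then NCS for 30 min at 37C. Lysates were then assayed for phospho-KAP-1 by AlphaLISA (anti-pKAP1 donor, anti-KAP1 acceptor beads), 6 hr at 25C.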
a7 integrin act: activators of alpha7 integrin expression for muscular dystrophy. alpha7betagal myoblasts, beta-gal FDG fluorescence, 48 h. Potency, µM (highest dose often 38.3 µM), for the others: at the highest dose activation, hits mostly activators. hit rate 0.064% among 350,000. AID 624291;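 note: potency is the fitted concentration of half-maximal effect; 100% = response of the positive control SU9516; nearly all actives have a fitted effect of over 60% in size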
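alpha7betagal+/- myoblasts (passage 13, 250/well) treated 48 h at 37C with compounds at 1:260 dilution of DMSO stock. Lysed, then beta-galactosidase activity read as FDG fluorescence (ex 480/em 540) after 30 min, with pre-read for autofluorescence.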
TCR activator: activators of T cell receptors; primary human leukocytes, anti-CD3, IL-2 HTRF, 48 h; Potency, µM (top dose mostly 9.22 µM), without a hit: at the top dose activation of IL-2 secretion, usual class: activators; 330,000 tested, under 10 active; note: % of control where 0% means no effect
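Primary human leukocytes receive a-CD3 beads and test compound and are incubated 48 hr. Secreted IL-2 is then assayed by HTRF, measuring 665nm acceptor emission after 320nm excitation of the europium donor.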
Menin MLL FP TR: inhibitors of human menin-MLL interaction, mutant MLL peptide; O00255; Menin + Texas Red MLL mutant peptide, fluorescence polarization; Potency, µM (doses to about 61.6 µM), for inactives: at the top dose FP activity change, negative = inhibition, hits mostly inhibitors; hit rate 0.23% among 270,000; AID 1768; active = well fitted inhibition curve with a large enough effect in the polarisation, with a control signal flat, not every such curve was filed as active; inconclusive = small, poorly fitted or top-dose-only effect, or effect the other way, or a change in a side signal; inactive = no such curve, though single readings can be large or run the other way; the % refers to the polarisation; note: potency is the fitted concentration of half-maximal effect; % of control where 0% means no effect; many of its hits are not listed in these tables
Target sequence (O00255 whole entry, looked up): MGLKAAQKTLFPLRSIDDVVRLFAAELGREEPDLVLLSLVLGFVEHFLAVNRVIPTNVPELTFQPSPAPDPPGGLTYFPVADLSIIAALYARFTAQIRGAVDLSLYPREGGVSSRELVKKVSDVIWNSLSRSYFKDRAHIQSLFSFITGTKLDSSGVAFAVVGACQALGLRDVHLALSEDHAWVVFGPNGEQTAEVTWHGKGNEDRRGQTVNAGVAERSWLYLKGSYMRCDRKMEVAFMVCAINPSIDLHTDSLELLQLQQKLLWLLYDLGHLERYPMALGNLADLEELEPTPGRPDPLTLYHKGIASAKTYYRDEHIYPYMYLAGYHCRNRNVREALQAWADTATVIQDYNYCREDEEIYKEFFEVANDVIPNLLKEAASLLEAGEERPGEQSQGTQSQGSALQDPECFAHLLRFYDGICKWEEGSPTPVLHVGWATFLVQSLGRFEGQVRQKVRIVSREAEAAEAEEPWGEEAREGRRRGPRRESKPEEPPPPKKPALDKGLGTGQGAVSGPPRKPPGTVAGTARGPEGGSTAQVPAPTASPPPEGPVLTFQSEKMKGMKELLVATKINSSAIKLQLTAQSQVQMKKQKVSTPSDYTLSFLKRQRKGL
Mito fusion yeast: mitochondrial division inhibition or fusion activation. S. cerevisiae fusion-defective mutant growth rescue, CellTiterGlo 48 h. Potency, µM (highest dose often 46.1 µM), for the others: at the highest dose growth rescue (activation), actives largely listed as activators. hit rate 0.23% among 320,000;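 note: potency is the fitted concentration of half-maximal effect; % of control where 0% means no effect; nearly all actives have a fitted effect of over 45% in size; temperature-sensitive fusion mutants such as fzo1-1 at 37 °C on non-fermentable ethanol glycerol medium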
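Compounds are tested for their ability to restore growth of mitochondrial fusion-defective yeast strains at non-permissive 37C in YPEG medium over 48 hours. Viability is quantified by luciferase luminescence.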
MBNL1-CUG inh: inhibitors of human MBNL1 binding to CUG repeat RNA. AID 2675. Q9NR56. hit rate 0.036% among 280,000. Potency, µM (doses to about 57.5 µM), for the others: top-dose activity change, negative = inhibition, usual class: inhibitors. TR-FRET MBNL1-His/biotin-(CUG)12 binding, 665/545 ratio; active = well fitted inhibition curve with a large enough effect in the signal ratio, with a control signal flat, not every such curve was filed as active; inconclusive = small, poorly fitted or top-dose-only effect, or effect the other way, or a change in a side signal; inactive = no such curve, though single readings can be large or run the other way; the % refers to the signal ratio; note: potency is the fitted concentration of half-maximal effect; % is set by controls: 0 for no effect and ±100 for the full control effect
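Compound titration spanned 92 nM–58 uM against the MBNL1-His/biotin-(CUG)12 complex. After 60 min at room temperature with 5 nM streptavidin-XL665 and 0.055 ng/ul terbium anti-His, ratiometric 665/545 nm emission (Ex 340 nm) normalized to controls.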
MLL CXXC-DNA inh: inhibitors of human MLL CXXC domain-DNA interaction; hit rate 0.037% among 290,000; MLL-CXXC / FITC-HOXA9 DNA fluorescence polarization; Q03164; Potency, µM (series often up to 115 µM), for inactives: at the highest dose activity change, negative = inhibition, most hits filed as inhibitors; active = well fitted inhibition curve with a large enough effect in the polarisation, with a control signal flat, not every such curve was filed as active; inconclusive = small, poorly fitted or top-dose-only effect, or effect the other way, or a change in a side signal; inactive = no such curve, though single readings can be large or run the other way; the % refers to the polarisation; note: potency is the fitted concentration of half-maximal effect
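Purified MLL-CXXC (added from a 7 uM solution) was preincubated 5 min at ambient with pinned compounds in 50 mM Tris-HCl pH 7.5, 50 mM NaCl, 1 mM DTT, 0.05% BSA. Fluorescein-labeled HOX-A9 DNA (50 nM solution) followed, 30 min, then polarization read.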
ASM inhibitor: blocks human secretory acid sphingomyelinase; P17405; placental ASM, HMU-PC fluorogenic substrate, 60 min; Potency, µM (series often up to 57.5 µM), for the others: top-dose activity change, negative = inhibition, usual class: inhibitors; hit rate 0.006% among 340,000; note: potency is the fitted concentration of half-maximal effect
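qHTS format. ASM enzyme prepared from human placenta hydrolyses the fluorogenic substrate HMU-PC0 (9 uM final) over 60 min at 37 °C after a 10 min compound preincubation.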
* = called active by the depositor; ? = inconclusive; nt = not tested or not shown; [ ] = another dose, or the depositor's remark. Unless noted, calls come from the whole dose curve; as a rule, active = well fitted curve in the direction sought with a large enough effect; inconclusive = small, poorly fitted or top-dose-only effect, or another doubt; inactive = no such curve, though single readings can be large; an effect the other way counts as inactive or inconclusive. Not all compounds are listed (hit frequency here may not be typical).

SMILES	TSG101-PTAP inh	TSHR antag	AT treatment	a7 integrin act	TCR activator	Menin MLL FP TR	Mito fusion yeast	MBNL1-CUG inh	MLL CXXC-DNA inh	ASM inhibitor
Cc1ccccc1-c1ccc(C(=O)NCc2ccccc2)o1	-1.1%	0.4	2.0%	28.9%	3.8%	3.4%	19.5%	12.3%	12.0%	-4.7%
COCc1cc(C)nc(OCC(=O)N/N=C/c2ccc(-c3cc([N+](=O)[O-])ccc3Cl)o2)c1C#N	2.6%	-3.8	-0.8%	2.5%	4.0%	-9.6%	-4.4%	-2.3%	3.6%	-3.6%
COc1ccccc1CN1CCNC(=O)C1CC(=O)N(C)Cc1cnccn1 (stereo not drawn)	-2.4%	7.5	-5.1%	-12.9%	0.0%	-4.2%	-1.2%	0.8%	17.9%	0.9%
CCc1ccc(N2CN(Cc3ccco3)CNC2=S)cc1	-0.5%	-1.8	1.7%	-10.2%	-5.2%	nt	-3.5%	nt	1.7%	-2.1%
O=C(Nc1cccc(F)c1)c1ccc2c(c1)OCCO2	-3.3%	0.5	-10.1%	-6.8%	-0.4%	17.7%	-11.6%	1.7%	2.0%	0.6%
COc1ccc(C(=O)Nc2nnc(S(=O)(=O)N3CCC(C)CC3)s2)cc1OC	1.2%	-5.0	4.2%	0.0%	-15.6%	?	-4.6%	104.8%[activator]	-1.3%	-1.9%
Cn1c2ccccc2c2cc(/C=C(\NC(=O)c3ccccc3)C(=O)O)ccc21	1.3%	-10.8	-5.6%	5.0%	1.2%	21.5%	7.0%[1.84 µM]	-4.1%	-7.1%	3.3%
Cc1cc(C)n(Cc2ccc(Cl)nc2)n1	-1.7%	3.1	5.3%	-13.6%	-5.2%	-6.6%	6.5%	-3.5%	2.4%	4.0%
CC(C)CC(=O)Nc1ccc(C(=O)Cn2nc(C(=O)O)c3ccccc3c2=O)cc1	1.6%	-5.3	2.1%	-1.6%	3.3%	-11.4%	-2.0%	15.2%	22.0%	-8.8%
O=C(c1ccc(CSc2nc3ccncc3[nH]2)cc1)N1CCN(c2cccc(Cl)c2)CC1	-6.4%	-7.1	-0.4%	-9.9%	-11.8%	6.9%	8.5%	-1.4%	15.5%	-0.9%
CCCN(CC(=O)Nc1ccc(C(N)=O)cc1)CC(=O)Nc1ccccc1C	-3.2%	-3.2	-0.7%	-51.2%[inhibitor]	10.9%	12.7%	-0.2%	-5.6%	-1.4%	0.8%
CCc1ccc2nc(NC(=O)c3ccc4c(=O)[nH]c(CN5CCOCC5)nc4c3)sc2c1	1.4%	2.2	-19.0%	7.3%	-2.9%	13.4%	-0.7%	-0.9%	-3.9%	2.5%
Cc1ccccc1-n1ncc2c([N+](=O)[O-])cc([N+](=O)[O-])cc21	-0.4%	-0.9	-4.0%	-57.6%[inhibitor]	-1.9%	-13.8%	-5.6%	?	4.5%	-11.7%
O=C(NC1CCCC1)c1cc(-c2ccc(Cl)cc2)on1	0.1%	-14.6	-0.1%	21.5%	-4.6%	9.2%	4.2%	-0.5%	5.7%	-2.3%
O=C(Nc1ccc(Br)cc1Cl)c1cnccn1	-5.9%	-2.5	2.1%	-25.1%	1.6%	43.7%[activator]	2.3%	-0.2%	-2.7%	-1.2%
COCCn1nnnc1SCC(=O)Nc1ccc2c(c1)OCO2	-3.0%	6.4	-4.9%	-14.9%	-0.5%	7.9%	-7.1%	9.0%	3.0%	6.1%
CCOCCCNC(=O)C(c1ccc(C)cc1)N(Cc1cccs1)C(=O)CNC(C)=O (stereo not drawn)	-3.4%	-0.6	3.5%	21.7%	-5.8%[46.1 µM]	-7.9%	-2.6%	7.0%	4.8%	nt
Cc1ccc(NC(=O)CN2CCC(NC(=O)Cc3ccccc3)CC2)c(C)c1	-6.1%	-4.8	15.8%	2.5%	-6.7%[46.1 µM]	-0.1%	-7.5%	-2.1%	11.6%	-0.2%
CCOc1ccc(NC2=NCCC(=O)N2Cc2cccs2)cc1	-2.7%	0.6	-0.2%	-7.6%	-3.2%	-17.3%	-0.7%	-4.8%	-2.5%	0.5%
O=C(c1nc[nH]c1C(=O)N1CCc2ccccc2C1)N1CCc2ccccc2C1	-6.3%	5.5	6.8%	17.8%	-3.4%	nt	-3.3%	nt	nt	6.1%
CC(C)Cc1ccc(/C=C/C(=O)NC2CC2)cc1	-1.8%	-2.3	-7.7%	-17.5%	-1.3%[46.1 µM]	-23.0%	?	-4.0%	11.5%	-2.8%
CCc1ccc(-c2cc(C)no2)cc1S(=O)(=O)N1CCN(c2ccccc2OC)CC1	-1.8%	-7.3	6.2%	-2.4%	1.0%	17.0%	0.4%	3.2%	-0.7%	-7.0%
COc1ccc(C(=O)NCc2nnc(SCC(=O)N3CCCC3)o2)cc1	-3.2%	-7.0	4.8%	8.1%	5.4%	13.8%	-1.4%	4.5%	6.1%	-1.9%
Cc1ccc(OCC(=O)Nc2ccc3c(c2)nc(CCN2CCOCC2)n3C)cc1	5.5%	2.8	10.7%	-9.0%	-0.6%	2.3%	-4.2%	1.6%	-2.5%	2.3%
Cn1nc(C(=O)N2CCOCC2)c([N+](=O)[O-])c1C(=O)N1CCOCC1	-2.4%	5.2	-11.7%	8.1%	3.6%[46.1 µM]	4.5%	-16.1%	1.4%	3.1%	4.2%
Continued.
SMILES	TSG101-PTAP inh	TSHR antag	AT treatment	a7 integrin act	TCR activator	Menin MLL FP TR	Mito fusion yeast	MBNL1-CUG inh	MLL CXXC-DNA inh	ASM inhibitor
NS(=O)(=O)c1ccc(CCNC(=O)Nc2ccc(Cl)c(Cl)c2)cc1	-0.8%	-10.0	2.3%	31.1%	-0.8%	-0.2%	-1.7%	-26.0%	26.7%	-9.1%
Cc1ccc(S(=O)(=O)N(CC(=O)Nc2cc(C)ccc2C)C(=O)N2CCN(C)CC2)cc1	-2.8%	8.2	-2.6%	-1.9%	5.7%	nt	-0.4%	nt	nt	nt
FC(F)(F)c1nc2ccccc2n2c(-c3c(Cl)cccc3Cl)nnc12	-5.4%	-1.3	2.8%	-12.3%	1.6%	5.7%	3.9%	16.6%	-1.3%	1.8%
O=C(NC1CCCc2ccccc21)c1cccc(F)c1 (stereo not drawn)	0.0%	nt	nt	0.0%	3.9%	nt	nt	nt	nt	-1.6%
Cc1nc2sc(C(c3ccco3)N3CCC4(CC3)OCCO4)c(O)n2n1 (stereo not drawn)	1.6%	nt	nt	8.1%	-5.5%	nt	nt	nt	nt	0.0%
COc1cc(C2CC(=O)N(CC(=O)NCC3CCCO3)c3ccccc3S2)cc(OC)c1OC (stereo not drawn)	1.4%	6.3	-1.1%	-24.8%	1.3%	-1.0%	-2.4%	-11.1%	8.2%	6.0%
Cc1ccc(NC(=S)Nc2ccc(F)cc2)cc1	0.1%	-15.3	0.8%	-22.6%	-2.9%	16.3%	-13.9%	-8.7%	0.4%	5.6%
Cc1cc(C(=O)Nc2ccccc2N2CCCCC2)no1	0.6%	-10.2	12.2%	-17.5%	5.7%	nt	5.8%	nt	-1.1%	-4.1%
O=C(CN(Cc1ccccc1)C1=NCCS1)c1ccc(Cl)cc1	-7.3%	-11.1	3.0%	-20.0%	0.8%[46.1 µM]	-0.3%	2.4%	-3.6%	14.3%	-0.9%
O=C(NCc1ccccc1Cl)c1ccccc1CCc1ccccc1	-4.7%	52.6	14.8%	-24.2%	-4.1%[46.1 µM]	0.9%	?	-18.4%	11.1%	-0.2%
Cc1ccc(SCc2cc(=O)n(C)[nH]2)cc1	-0.4%	3.8	4.7%	0.5%	-0.6%	?	0.4%	-9.9%	-6.1%	-2.1%
CC(C)OC(=O)CSc1nc(-c2ccc(F)cc2)cc(C(F)(F)F)n1	-3.6%	30.4	7.9%	12.9%	5.8%[46.1 µM]	-15.6%	-5.0%	-11.1%	6.9%	-10.2%
COc1cccc(NC(=O)CN2CCN(C(=O)c3ccco3)CC2)c1	-2.8%	-4.0	-1.3%	7.8%	1.6%	nt	1.5%	9.4%	3.1%	nt
COc1ccc(CNC(=O)C2CCN(C(=O)c3sccc3-n3cccc3)CC2)cc1	-2.3%	32.6	0.6%	17.6%	-3.1%	5.9%	11.2%	-0.3%	-2.4%	1.1%
CNC(=O)OCc1nc(SSC(C)(C)C)n(C)c1COC(=O)NC	-3.6%	nt	nt	-52.3%[inhibitor]	-4.1%	nt	nt	nt	nt	-1.0%
